Screening data from PubChem.
Fam108B inh: blocks mouse Fam108B hydrolase in RBBP9 counter-screen; recombinant Fam108B, FP-Rh probe fluorescence polarization; inhibition, % at 9.51 µM; 300,000 compounds, 0.33% hits; AID 1947;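 active means inhibition above the screen mean inhibition plus 3 SD, computed separately per campaign, cut at about 18% in these data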;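 further: inhibitors lower polarization as less probe binds the enzyme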
TPT1 inh: C. albicans TPT1 enzyme inhibition; inhibition, % at 5 µM; recombinant caTPT1, FP RNA substrate dephosphorylation; AID 1962; 300,000 compounds, 0.81% hits;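 active means inhibition above the mean of all tested compounds plus 3 SD, set per screening campaign, cut at about 24% in these data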;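 further: plate controls were DMSO alone for no effect and ferristatin control at 100 nM for full effect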
Bcl-xL primary: Bcl-xL (human) inhibition; AID 2129; inhibition, % at 10.9 µM; Q07817; 320,000 compounds, 0.7% hits; GST-Bcl-xL / FITC-Bim BH3 peptide fluorescence polarization;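 active means inhibition above the mean of all tested compounds plus 3 SD, cutoff set per campaign, cut at about 30% in these data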;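 further: 0% = DMSO wells and 100% = unlabeled Bim-BH3 peptide competitor; inhibitors lower millipolarization by displacing the labeled peptide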
GLD-1 RNA inh: GLD-1-TGE RNA interaction inhibition (C. elegans); Q17339; purified GLD-1 + fluorescein TGE RNA, fluorescence polarization; inhibition, % at 5.96 µM; 320,000 compounds, 0.44% hits; AID 2280;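 active means percent inhibition above a per-plate cutoff, the plate mean of test compounds plus 3 SD, cut at about 30% in these data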;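 further: 0% = DMSO wells with GLD-1 and probe and 100% = wells lacking GLD-1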
MEX-5 binding: C. elegans MEX-5 TCR-2 RNA binding activity. Q9XUB2. MEX-5/FITC-TCR2 RNA binding, fluorescence polarization; stronger effect = lower value. activity score (negative = inhibition of binding), % at 10 µM. 300,000 compounds, 0.38% hits;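 active means inhibition past about -25% in most replicates, and total fluorescence under double the plate's negative control median, limit read from the data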;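 further: 0% = DMSO and -100% = 5 µM competing unlabeled TCR2 RNA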
Target sequence (Q9XUB2 whole entry, looked up): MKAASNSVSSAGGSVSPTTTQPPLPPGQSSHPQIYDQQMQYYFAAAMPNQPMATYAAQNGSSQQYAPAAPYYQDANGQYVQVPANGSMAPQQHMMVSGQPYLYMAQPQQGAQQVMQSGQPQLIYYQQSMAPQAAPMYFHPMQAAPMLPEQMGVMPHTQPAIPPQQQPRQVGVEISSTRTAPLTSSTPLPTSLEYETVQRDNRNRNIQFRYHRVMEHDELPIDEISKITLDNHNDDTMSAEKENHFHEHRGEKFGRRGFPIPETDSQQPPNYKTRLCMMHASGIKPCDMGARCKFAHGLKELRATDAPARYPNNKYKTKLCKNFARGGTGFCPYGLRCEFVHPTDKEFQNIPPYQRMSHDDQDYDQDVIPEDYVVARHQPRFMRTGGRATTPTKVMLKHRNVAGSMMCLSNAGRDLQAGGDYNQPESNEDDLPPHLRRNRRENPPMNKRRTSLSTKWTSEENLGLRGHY
PME-1 primary: PME-1 (human) inhibition | Q9Y570 | recombinant PME-1, FP-Rh probe fluorescence polarization | inhibition, % at 5.9 µM | 320,000 compounds, 0.53% hits;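 active means inhibition above the campaign mean of all compounds plus 3 SD, cut at about 26% in these data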;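 further: competitive labeling of PME-1 active site by serine hydrolase directed probe; 0% = PME-1 with DMSO and 100% = wells lacking PME-1 enzyme; inhibitors block probe labeling so polarization falls and inhibition rises; many of its hits are not listed in these tables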
PAD4 FP inh: PAD4 (human) enzyme inhibition; recombinant PAD4, RCA probe fluorescence polarization; inhibition, % at 6.36 µM; 330,000 compounds, 0.41% hits; Q9UM07;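 active means percent inhibition above a cutoff equal to the mean of all tested compounds plus 3 SD, cut at about 15% in these data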;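 further: 0% = PAD4 with RCA probe and DMSO and 100% = probe without PAD4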
MCL1 BIM primary: inhibitors of human MCL1 binding to BIM-BH3 peptide | Q07820 | GST-MCL1 / FITC-Bim-BH3 fluorescence polarization | inhibition, % at 10.9 µM | 320,000 compounds, 0.68% hits | AID 2057;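 active means inhibition above the mean inhibition of all tested compounds plus 3 SD, set per campaign, cut at about 40% in these data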;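 further: 0% = DMSO wells and 100% = unlabeled Bim-BH3 peptide control; higher means more loss of mP so more displacement of Bim peptide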
Target sequence (Q07820 whole entry, looked up): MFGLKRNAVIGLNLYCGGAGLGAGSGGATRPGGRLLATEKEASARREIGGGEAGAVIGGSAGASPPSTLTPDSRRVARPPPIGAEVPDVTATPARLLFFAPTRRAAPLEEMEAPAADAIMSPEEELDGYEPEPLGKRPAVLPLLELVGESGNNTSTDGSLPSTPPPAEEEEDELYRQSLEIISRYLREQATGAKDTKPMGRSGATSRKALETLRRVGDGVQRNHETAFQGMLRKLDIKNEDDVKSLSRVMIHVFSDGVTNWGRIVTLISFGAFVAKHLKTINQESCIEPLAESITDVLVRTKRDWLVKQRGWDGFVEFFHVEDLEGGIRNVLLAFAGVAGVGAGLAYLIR
GSTO1 inh: GSTO1 inhibition, counter-screen for RBBP9 inhibitors; recombinant GSTO1, activity-based probe fluorescence polarization; 300,000 compounds, 1.1% hits; inhibition, % at 5.96 µM;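 active means inhibition above the campaign mean inhibition plus 3 SD, cut at about 35% in these data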;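 further: 0% = GSTO1-1 with DMSO and 100% = wells lacking GSTO1-1 enzyme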
Target sequence (P78417 whole entry, looked up): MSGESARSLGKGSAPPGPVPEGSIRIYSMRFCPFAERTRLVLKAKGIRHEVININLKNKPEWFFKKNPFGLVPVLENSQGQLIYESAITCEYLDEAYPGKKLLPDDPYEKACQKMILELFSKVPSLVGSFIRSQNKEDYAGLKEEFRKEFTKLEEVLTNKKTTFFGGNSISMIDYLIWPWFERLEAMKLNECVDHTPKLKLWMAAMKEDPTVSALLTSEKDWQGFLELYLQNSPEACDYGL
An asterisk follows results filed as active; nt = no result given.

mol | GSTO1 inh | Bcl-xL primary | MEX-5 binding | TPT1 inh | MCL1 BIM primary | PAD4 FP inh | GLD-1 RNA inh | Fam108B inh | PME-1 primary
COc1ccc(NC(=O)CN(C)C(=O)c2c(C)nn(Cc3ccc(C)cc3)c2Cl)cc1 | nt | -11 | nt | nt | -16 | 5 | -3 | nt | 3
Brc1ccc(COc2ncnc3ccccc23)cc1 | 0 | -8 | 1.8 | -1 | -15 | 0 | -6 | -3 | -2
O=C(Cc1c(Cl)cccc1Cl)NCCc1ccc(Cl)cc1 | -1 | 8 | 1.1 | 0 | 2 | -1 | -1 | -2 | 3
CC1(C)CC(=O)/C(=C(/O)CCCN2C(=O)c3ccccc3C2=O)C(=NC(C)(C)C)C1 | -1 | -2 | -1.2 | -1 | 0 | -3 | -4 | 1 | 10
COc1ccccc1C(=O)Nc1cc2cc(Cl)ccc2oc1=O | 11 | 4 | 2.7 | 0 | 0 | 3 | -2 | -3 | 5
COC(=O)c1ccc(/C=C2\CCn3c2nc2cc(C(=O)O)ccc2c3=O)cc1 | -1 | 6 | 1.9 | -1 | 2 | -1 | -1 | -2 | -1
CC1CCN(C(=O)C2CCN(S(=O)(=O)c3cccc4cccnc34)CC2)CC1 | 10 | 6 | 1.5 | 1 | -1 | 0 | 1 | -3 | 3
CN(C)S(=O)(=O)N(CC(=O)N1CCC(Cc2ccccc2)CC1)c1ccccc1 | -5 | 9 | -2.0 | -3 | 7 | -3 | -2 | 1 | 0
Cc1ccc(S(=O)(=O)N(CC(=O)N(C)C)c2cccc([N+](=O)[O-])c2)cc1 | 9 | 6 | -2.1 | -3 | 1 | -3 | -1 | 2 | -2
COC(=O)c1ccc(CSc2nc3ccccc3c(=O)n2CC(C)C)o1 | 2 | -1 | 2.3 | -3 | -2 | 2 | -3 | -5 | 4
CCCN1CN(CCc2ccccc2)CNC1=S | 0 | 0 | -2.0 | 2 | 13 | -8 | 3 | -2 | 0
CCOc1ccc(Br)cc1S(=O)(=O)N1CCCC1 | 5 | 1 | 0.6 | 2 | -4 | -3 | 2 | -2 | 2
O=C(COc1ccc(Cl)cc1Cl)N/N=C1\CCCc2ccccc21 | -1 | 4 | -1.1 | 0 | 5 | 2 | 3 | -4 | 1
CCCC(=O)Nc1ccccc1NC(=O)CCC | 1 | -10 | 0.1 | -1 | -7 | -12 | -4 | -2 | -7
CC(=O)c1ccc(OCCCC(=O)N2CCN(S(=O)(=O)c3ccc(C)cc3C)CC2)cc1 | -3 | 1 | 2.3 | -2 | -3 | 2 | 2 | 1 | 12
C#CCNC(=O)C1=C[C@H](c2ccccc2)[C@@H](CCCO)[C@H](OCC)O1 | -2 | 5 | 0.9 | 3 | -6 | -6 | -5 | 0 | -1
CC(C)(C)c1ccc(OCC(=O)NNC(=S)NC(=O)c2ccccc2[N+](=O)[O-])c(Br)c1 | 5 | 6 | -0.2 | -2 | 15 | -7 | 5 | 3 | 2
Cc1nc2sc(C(c3ccccc3)N3CCN(C(=O)c4ccco4)CC3)c(O)n2n1 (configuration not stated) | 1 | 0 | -0.9 | -1 | 3 | 0 | 3 | -5 | 0
O=C(COC(=O)CNC(=O)c1cccc([N+](=O)[O-])c1)Nc1cccc(S(=O)(=O)N2CCCCC2)c1 | -2 | 3 | -2.8 | 0 | 1 | -2 | 6 | -7 | 4
COc1ccc(/C=C2\SC(=O)N(CCC(=O)NC3CCS(=O)(=O)C3)C2=O)cc1 (configuration not stated) | 11 | 11 | -0.7 | 0 | 6 | 0 | 4 | 3 | 2
O=C(O)c1ccc(-c2ccc(Cl)cc2Cl)o1 | -7 | 1 | 0.3 | 2 | 2 | 0 | -3 | 4 | 2
O=C1c2ccccc2C2(c3ccc(F)cc3)NCCN12 (configuration not stated) | 6 | 9 | -1.8 | 2 | 4 | 1 | 4 | -3 | -3
COc1ccccc1-n1cnc2cc(C(=O)NCC3CCCO3)ccc21 (configuration not stated) | 0 | -5 | -0.7 | 2 | -11 | -8 | -8 | -3 | -2
COc1cccc(C(=O)NCCS(=O)(=O)N2CCN(C(=O)c3ccco3)CC2)c1 | 0 | 2 | -1.9 | -1 | 12 | 0 | -6 | 1 | 2
C=CCOc1ccc(CNc2ccc(NC(=O)CCC)cc2)cc1OCC | 2 | 3 | -1.5 | -3 | 10 | -3 | -5 | 2 | 2
CN(C)NC(=S)NC1(C)CCS(=O)(=O)C1 (configuration not stated) | -2 | -3 | -0.8 | 0 | 0 | -3 | 2 | -2 | 4
CC(C)OC(=O)c1c(F)c(F)c(N2CCOCC2)c(F)c1F | 3 | -1 | -4.4 | 1 | -5 | 7 | 2 | 1 | 1
CCCCN1C(=O)CC(Sc2ncccc2C(=O)O)C1=O (configuration not stated) | -2 | 7 | -0.1 | -1 | 2 | -4 | -3 | 2 | -2
CCOC(=O)c1cc2c(ccn2C)n1CC(=O)N1CCN(c2ccccc2)CC1 | 14 | 4 | -4.8 | -5 | -1 | 6 | 4 | 3 | 0
CCC1=Nc2cc(C(=O)O)ccc2Sc2ccc(Cl)cc21 | -11 | 1 | -2.1 | 1 | 2 | 0 | 2 | -2 | -7

Reprinted at random: two compounds from above
mol | GSTO1 inh | Bcl-xL primary | MEX-5 binding | TPT1 inh | MCL1 BIM primary | PAD4 FP inh | GLD-1 RNA inh | Fam108B inh | PME-1 primary
CCC1=Nc2cc(C(=O)O)ccc2Sc2ccc(Cl)cc21 | -11 | 1 | -2.1 | 1 | 2 | 0 | 2 | -2 | -7
O=C1c2ccccc2C2(c3ccc(F)cc3)NCCN12 (configuration not stated) | 6 | 9 | -1.8 | 2 | 4 | 1 | 4 | -3 | -3

(continued)
mol | GSTO1 inh | Bcl-xL primary | MEX-5 binding | TPT1 inh | MCL1 BIM primary | PAD4 FP inh | GLD-1 RNA inh | Fam108B inh | PME-1 primary
Cc1cccc(C(=O)Nc2ccc3c(c2)C(=O)NC3=O)c1 | 5 | 3 | 0.2 | -2 | -5 | -1 | 1 | -4 | -6
COc1ccc2[nH]c(C(=O)O)c(CCNC(=O)/C=C/c3ccc(O)c(OC)c3)c2c1 | 15 | 1 | -0.5 | -3 | -5 | 0 | -3 | -3 | -9
NC1=NC[C@@H](Cc2ccc(O)cc2)N1CCc1cccc2ccccc12 | -2 | 0 | 2.3 | -4 | -3 | -3 | -1 | 3 | -2
CCCCOc1ccc(Cc2n[nH]c(=S)n2N)cc1 | 1 | -3 | 3.5 | -4 | 5 | -1 | 6 | 0 | 0
CCc1ccc(OCc2nnc(SCC(=O)NC3CCCCC3)o2)cc1 | 5 | 1 | -0.3 | 0 | 4 | 3 | 4 | 3 | 6
CC(C)=C1SC(N2CCN(c3cccc(Cl)c3)CC2)=NC1=O | 6 | 5 | 0.6 | -4 | 10 | -4 | 6 | 1 | -2
CC(=O)Nc1cccc(C(=O)OC(C)C(=O)NC2CCCc3ccccc32)c1 (configuration not stated) | 1 | -2 | -0.9 | -4 | -15 | -4 | 1 | -6 | 5
O=c1ccc(-c2ccccc2)nn1Cc1ccc(F)cc1Cl | -2 | 3 | -1.0 | -1 | 7 | -2 | -4 | 4 | 1
CCOC(=O)C1=C(CC)OC(N)=C(C#N)C1c1ccc(OC)cc1OC (configuration not stated) | -1 | 6 | -1.9 | 1 | 8 | 1 | 5 | -2 | -1
COc1ccccc1NC(=O)CN1CCN(C(=O)c2ccco2)CC1 | 3 | 8 | 0.4 | -5 | 3 | 2 | 5 | -4 | 0
COc1ccc(OCc2nnc(SC3CCOC3=O)n2-c2ccccc2)cc1 (configuration not stated) | 1 | -5 | -0.7 | -3 | -9 | 2 | 1 | 2 | 1
Cc1ccc2[nH]c(C)c(CCN(Cc3cccnc3)C(=S)NC(C)(C)C)c2c1 | -1 | 3 | 0.9 | -1 | 5 | -3 | -2 | -2 | 6
NC1=NC(=O)/C(=C/c2cn(CCC(=O)O)nc2-c2ccc(Cl)cc2)S1 | -18 | 1 | -15 | 16 | -5 | -5 | -14 | -3 | -5
CN(Cc1cnn(Cc2ccccc2)c1)C(=O)c1cccc(S(=O)(=O)N2CCOCC2)c1 | nt | 1 | nt | nt | 5 | 0 | 5 | nt | 2
COCCNCC(O)CON=C1c2ccccc2-c2ccccc21 (configuration not stated) | 4 | -9 | 3.1 | -1 | -1 | 2 | 2 | 1 | -1
C=CCN(CC(=O)NCc1ccccc1)C(=O)c1csnn1 | 6 | 7 | -1.0 | 0 | 2 | -3 | -3 | -1 | 4
O=C(NCc1ccccc1)C1CCCN(S(=O)(=O)c2ccc(Br)cc2)C1 (configuration not stated) | 1 | 3 | 1.6 | -4 | 12 | -4 | 11 | 8 | 4
Cc1cccc(N(C(=O)Cn2nnc(-c3ccccc3F)n2)C(C(=O)NC(C)(C)C)c2ccncc2)c1 (configuration not stated) | 1 | 5 | -1.1 | -5 | 10 | -1 | 4 | -4 | -2
O=C(c1ccco1)N1CCN(C(=O)C2CCN(S(=O)(=O)Cc3ccccc3)CC2)CC1 | 5 | -1 | 1.4 | -2 | 0 | 2 | 2 | 2 | 4
Cc1ccc(Nc2cc(C)nc(NCc3ccccc3)n2)cc1 | 2 | 3 | -3.5 | 4 | -4 | 1 | 4 | 4 | 8
O=C(N/C(=C/c1cccnc1)C(=O)N1CCOCC1)c1ccccc1Br | 2 | 12 | 2.6 | 2 | 10 | 2 | 3 | 0 | 5
COc1cc(C(=O)NNC(=O)COc2ccc(Cl)cc2)ccc1OCC(=O)N1CCOCC1 | nt | 5 | nt | nt | 9 | 2 | -4 | nt | -1
CCOC(=O)CN1CC23C=CC(O2)C(C(=O)NCCc2ccccc2)C3C1=O (configuration not stated) | -6 | 3 | -0.2 | -2 | 3 | 2 | 6 | -2 | -3
c1ccc2c(c1)nc(Nc1ccc3c(c1)OCO3)c1nnnn12 | -13 | -2 | 1.9 | 1 | -6 | -2 | 6 | 23* | 16
CC(C/C=N/NC(=O)COc1cc(Cl)ccc1Cl)c1ccccc1 (configuration not stated) | -5 | -4 | 0.3 | 3 | -18 | -5 | 0 | -10 | -2
O=C(c1cccnc1)C1Cc2ccccc2C1=O (configuration not stated) | 1 | 0 | -5.6 | 2 | -7 | -7 | 4 | 0 | -3
CCOC(=O)CN(c1cccc(C(C)=O)c1)S(C)(=O)=O | 8 | -3 | -2.9 | -1 | -4 | 2 | 10 | 5 | 1
O=c1c2ccccc2ncn1-c1ccccc1[N+](=O)[O-] | 1 | 1 | 1.7 | 0 | 7 | -3 | 0 | 1 | 0
CCOc1ccc2nc(SCC(=O)Nc3nonc3C)[nH]c2c1 | 5 | -1 | -4.7 | -1 | -2 | -3 | -8 | 0 | 8
CCn1c(C)nnc1SCC(=O)Nc1ccc(C(C)=O)cc1 | 0 | 4 | 0.5 | 0 | 5 | -3 | 7 | -3 | 1
O=C(CCc1ccc(S(=O)(=O)N2CCOCC2)cc1)N/N=C/c1cccc(O)c1 | 6 | 4 | -2.3 | -1 | 8 | 2 | 7 | 2 | -8
O=C(NCC(Cl)c1ccc2ccccc2c1)c1c(F)cccc1F (configuration not stated) | 11 | -1 | -1.5 | -1 | -4 | -5 | -3 | 3 | 7
O=C(Cn1c(=O)n(CCC(=O)N2CCCCC2)c(=O)c2sccc21)NCc1ccccc1 | 9 | -3 | -0.4 | 0 | -3 | -2 | 2 | 3 | 2

Only part of the results is shown; count on the stated rates, not on these rows.
